NALP1 yeast inh – inhibitors of NALP1 inflammasome in yeast | S. cerevisiae NALP1/ASC/caspase-1 growth, X-gal OD620, 72 h | inhibition, % at 10 µM | hit rate 0.61% among 280,000 | AID 2071; in the data active = inhibition mostly above about 24%, no sharp cut-off; inactive = mostly below about 32%; note: some compounds called inactive have numbers as strong as hits
FID counter – counter-screen for HCV NS3 helicase inhibitors: DNA intercalator displacement; DNA fluorescent intercalator displacement, fluorescence; inhibition, % at 7.9 µM; hit rate 0.17% among 290,000; in the data active = inhibition above about 37%;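 note: 0% = vehicle and 100% = reference compound; higher means more ethidium bromide displaced from hairpin DNA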
MEKK3 PB1 HTS – modulators (inhibitors or enhancers) of MEK5 binding to human MEKK3 PB1 domain | hit rate 1.4% among 290,000 | Q99759 | bead-based flow cytometry, Alexa488-MEK5 binding to MEKK3; actives lie on both sides; 0 = blocked by unlabeled MEK5, 100 = vehicle | AID 1529 | binding response (% of control), % at 10 µM;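 active = binding response more than 3 SD above or below the average of its plate-row segment, actives on both sides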;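 note: Alexa488 bead fluorescence after subtracting the streptavidin-only scavenger bead signal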
M18AAP inhibitor – PfM18AAP enzyme inhibition; recombinant PfM18AAP, H-Glu-NHMec fluorogenic cleavage; inhibition, % at 7.35 µM; AID 1822; hit rate 1.2% among 290,000;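 active = inhibition above the campaign mean inhibition over all tested compounds plus 3 SD, cut at about 28% in these data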;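 note: 0% = plate median of test compound wells and 100% = 2 mM ZnCl2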
MEKK2wt PB1 HTS – raises or lowers MEK5 binding to wildtype human MEKK2 PB1 domain | Q9Y2U5 | bead flow cytometry, Alexa488-MEK5 binding to MEKK2 WT; actives lie on both sides | binding response (% of control), % at 10 µM | hit rate 1.1% among 290,000; in the data active = binding response below about 67% or above about 130%
GPR7 antag – blocks human GPR7 receptor signaling | P48145 | GPR7-expressing cells, fluorescence antagonist assay | inhibition, % at 4.4 µM | hit rate 1.1% among 290,000 | AID 1861; in the data active = inhibition above about 16%, passing the limit was not always enough;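 note: cells stimulated with the agonist NPW; 0% = agonist with vehicle and 100% = vehicle without agonist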
Target sequence (P48145 whole entry, looked up): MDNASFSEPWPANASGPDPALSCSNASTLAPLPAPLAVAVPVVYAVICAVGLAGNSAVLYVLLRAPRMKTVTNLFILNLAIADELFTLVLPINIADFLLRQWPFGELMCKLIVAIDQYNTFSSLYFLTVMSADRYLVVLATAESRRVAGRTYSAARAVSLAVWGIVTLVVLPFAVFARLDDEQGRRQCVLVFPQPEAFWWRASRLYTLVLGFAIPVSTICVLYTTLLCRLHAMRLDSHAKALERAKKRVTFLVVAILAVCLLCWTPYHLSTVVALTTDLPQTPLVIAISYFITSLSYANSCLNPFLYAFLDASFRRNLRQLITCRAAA
OXTR ag – agonists of human oxytocin receptor | CHO-OTR cells, Fluo-8 calcium fluorescence; normalized: DMSO 0%, oxytocin 100% | activation, % at 3 µM | hit rate 0.32% among 320,000 | AID 2435;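 active = activation above the mean of all tested compounds plus 3 SD, cutoff set per screening run, cut at about 20% in these data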;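 note: peak over basal fluorescence ratio from a 100 s FLIPR kinetic read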
PHOSPHO1 block – blocks human PHOSPHO1 phosphatase activity; recombinant PHOSPHO1, absorbance phosphatase assay; Q8TCT1; AID 1565; inhibition, % at 13.3 µM; hit rate 1.1% among 290,000; in the data active = inhibition above about 60%
Target sequence (Q8TCT1 whole entry, looked up): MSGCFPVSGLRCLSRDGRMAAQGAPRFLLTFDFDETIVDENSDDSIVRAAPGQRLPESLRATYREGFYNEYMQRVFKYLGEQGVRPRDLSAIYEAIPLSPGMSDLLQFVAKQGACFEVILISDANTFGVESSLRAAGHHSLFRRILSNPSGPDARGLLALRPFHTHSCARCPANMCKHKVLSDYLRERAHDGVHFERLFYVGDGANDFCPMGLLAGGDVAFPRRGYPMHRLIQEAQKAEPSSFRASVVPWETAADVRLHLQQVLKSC
MEKK2 mut-MEK5 – signal of MEK5 binding to mutant human MEKK2 PB1 domain. bead flow cytometry, Alexa488-MEK5 binding to MEKK2 mutant. AID 1530. hit rate 0.35% among 290,000. percent response, % at 10 µM; in the data active = percent response above about 24%, passing the limit was not always enough; note: inactives centre near 1; some results filed as inactive read as strong as hits; reference of the scale not given here
Active calls of the source: *; / = not tested or not shown.

SMILES	NALP1 yeast inh	FID counter	MEKK3 PB1 HTS	M18AAP inhibitor	MEKK2wt PB1 HTS	GPR7 antag	OXTR ag	PHOSPHO1 block	MEKK2 mut-MEK5
Cc1cccnc1NC(=O)Nc1ccccc1	/	-3	94	-8	93	1	-0.3	20	-13
Cc1nc([N+](=O)[O-])cn1CC(=O)Nc1ccc([N+](=O)[O-])cc1	2	8	107	-1	109	-8	1.3	39	12
CCOC(=O)c1cnn(-c2ncnc3c2cnn3C)c1N	/	-6	93	-7	95	7	-1.3	27	-4
COc1cc(/C=C2\SC(=O)N(c3ccccc3Cl)C2=O)cc([N+](=O)[O-])c1O	5	-3	100	2	87	-4	/	25	3
Cc1cc(N2CCN(c3ccccc3)CC2)nc(-c2ccccc2O)n1	29	-4	102	3	102	0	-0.7	9	5
Cc1[nH]c2ccccc2c1C(=O)C(=O)N1CCOCC1	10	-7	102	-2	110	-10	-0.1	51	10
O=C(CNC(=O)C1CCCCC1)NNC(=O)c1ccccc1Br	-6	-8	103	3	100	3	0.1	24	-4
Cc1ccc(C2=NN(S(C)(=O)=O)C(c3cccs3)C2)cc1 (stereo unspecified)	12	-19	98	5	95	4	-2.3	0	4
CC(=O)Nc1ccc(NC(=O)C2CCCN(c3nnc(-n4cccc4)s3)C2)cc1 (stereo unspecified)	22	-23	104	3	108	-13	0.8	9	9
CCn1c(SC(C)C(=O)OC)nnc1-c1c[nH]c2ccccc12 (stereo unspecified)	0	-17	110	-8	116	8	0.2	23	11
O=C(O)CC1S/C(=N\N=C/c2ccccc2)N(c2ccc(O)cc2)C1=O (stereo unspecified)	11	-17	94	-7	91	6	0.1	21	0
CC(C)(Oc1ccc(Cl)cc1)C(=O)Nc1ccc2oc(-c3ccncc3)nc2c1	-2	2	103	0	103	-6	-1.5	-13	2
O=S(=O)(Nn1cnnc1)c1ccc2ccccc2c1	16	6	101	20	96	-4	1.0	5	-8
COc1ccc(S(=O)(=O)N[C@H](C(=O)O)C(C)C)cc1	17	5	88	2	96	6	0.4	-17	-6
CCc1ccc(-n2c(SCC(=O)c3ccc4c(c3)NC(=O)CO4)nc3ccccc3c2=O)cc1	-18	1	94	-9	93	-9	-0.2	60*	0
O=C(Nc1ccccc1C(=O)NCc1ccco1)c1ccccc1	-1	-8	71	-9	80	13	-1.0	6	-13
Cc1ccc2nc3c(cc(C(=O)NCC4CCCO4)c(=N)n3CCCOC(C)C)c(=O)n2c1 (stereo unspecified)	13	4	91	3	100	-6	0.0	-6	-2
O=C(O)C1Cc2ccccc2CN1C(=O)CCl (stereo unspecified)	2	2	88	5	98	-10	0.4	17	0
CN(C(=O)c1ccc2c(c1)CCO2)C(C)(C)C	/	-4	99	-3	101	-2	-0.1	22	-1
Fc1ccccc1Nc1nc(NCc2ccco2)nc(N2CCOCC2)n1	3	-6	102	-2	107	-9	-2.1	23	6
Cc1ccnc(NS(=O)(=O)c2ccc(NC(=O)c3oc4ccccc4c3C)cc2)n1	10	-57	102	1	102	-17	0.2	53	2
Cc1ccc(C(=O)Nc2ccccc2N2CCCC2)cc1	15	-10	105	5	105	-16	-2.4	-6	3
CC(=O)NC1=NN(C(C)=O)C(C)(c2ccc(C)cc2)S1 (stereo unspecified)	20	-5	103	4	104	-1	-0.2	-7	0
CC(=O)c1sc(NC(=O)c2cccnc2Cl)nc1C	0	7	98	5	84	-6	0.1	37	-12

Pulled by structure from the entries so far (6):
SMILES	NALP1 yeast inh	FID counter	MEKK3 PB1 HTS	M18AAP inhibitor	MEKK2wt PB1 HTS	GPR7 antag	OXTR ag	PHOSPHO1 block	MEKK2 mut-MEK5
Cc1ccnc(NS(=O)(=O)c2ccc(NC(=O)c3oc4ccccc4c3C)cc2)n1	10	-57	102	1	102	-17	0.2	53	2
CN(C(=O)c1ccc2c(c1)CCO2)C(C)(C)C	/	-4	99	-3	101	-2	-0.1	22	-1
CCc1ccc(-n2c(SCC(=O)c3ccc4c(c3)NC(=O)CO4)nc3ccccc3c2=O)cc1	-18	1	94	-9	93	-9	-0.2	60*	0
O=S(=O)(Nn1cnnc1)c1ccc2ccccc2c1	16	6	101	20	96	-4	1.0	5	-8
Cc1ccc(C(=O)Nc2ccccc2N2CCCC2)cc1	15	-10	105	5	105	-16	-2.4	-6	3
COc1ccc(S(=O)(=O)N[C@H](C(=O)O)C(C)C)cc1	17	5	88	2	96	6	0.4	-17	-6

(more compounds)
SMILES	NALP1 yeast inh	FID counter	MEKK3 PB1 HTS	M18AAP inhibitor	MEKK2wt PB1 HTS	GPR7 antag	OXTR ag	PHOSPHO1 block	MEKK2 mut-MEK5
Brc1ccccc1OCCNCc1ccccc1	13	14	88	3	95	7	7.3	-15	-11
COc1cc(OC)nc(NC(=O)NS(=O)(=O)c2ccccc2Cl)n1	4	2	105	-2	107	-10	0.4	-3	5
COc1ccc(OC)c(NC(=O)CN2C(=O)NC3(CCOc4ccccc43)C2=O)c1 (stereo unspecified)	4	-8	107	-5	112	1	1.4	-14	7
CSc1nncn1/N=C/c1ccc([N+](=O)[O-])cc1	-17	4	100	-1	97	-14	-0.5	23	0
CC(=O)N/C(=C\c1ccc(C)cc1)C(=O)O	25	-2	98	3	99	-11	0.6	-15	0
O=[N+]([O-])c1ccccc1/C=N\Nc1nccs1	15	2	106	16	107	-8	-0.7	/	3
Cc1ccc(-c2cc(Cc3ccncc3)c(=O)[nH]n2)cc1	/	-8	84	-2	91	-4	-2.8	27	-18
CCCN(CCC)C(=O)Nc1ccc(F)cc1F	23	-3	103	-15	96	-7	-0.1	-4	6
O=C(Nc1ncc([N+](=O)[O-])s1)c1ccc2c(c1)OCO2	2	9	101	16	96	-14	14	6	3
CCc1cc2cc(C)cc(C)c2nc1SCC(=O)Nc1cc(C)on1	-11	-5	111	-3	106	-1	16	32	1
COC1=NS(=O)(=O)c2ccccc21	18	0	98	-5	102	-9	-0.1	13	6
Cc1ccc(C)c(N(C)C(=O)c2ccc3c(=O)n4c(nc3c2)CCCCC4)c1	12	-55	101	3	103	2	0.1	55	2

Exported in markdown: entries from further up
| canonical_smiles | NALP1 yeast inh | FID counter | MEKK3 PB1 HTS | M18AAP inhibitor | MEKK2wt PB1 HTS | GPR7 antag | OXTR ag | PHOSPHO1 block | MEKK2 mut-MEK5 |
| --- | --- | --- | --- | --- | --- | --- | --- | --- | --- |
| CCc1ccc(-n2c(SCC(=O)c3ccc4c(c3)NC(=O)CO4)nc3ccccc3c2=O)cc1 | -18 | 1 | 94 | -9 | 93 | -9 | -0.2 | 60* | 0 |
| O=C(Nc1ccccc1C(=O)NCc1ccco1)c1ccccc1 | -1 | -8 | 71 | -9 | 80 | 13 | -1.0 | 6 | -13 |
| Cc1ccc2nc3c(cc(C(=O)NCC4CCCO4)c(=N)n3CCCOC(C)C)c(=O)n2c1 (stereo unspecified) | 13 | 4 | 91 | 3 | 100 | -6 | 0.0 | -6 | -2 |
| O=C(O)C1Cc2ccccc2CN1C(=O)CCl (stereo unspecified) | 2 | 2 | 88 | 5 | 98 | -10 | 0.4 | 17 | 0 |

PHOSPHO1 block: entries above that show a hit
| smiles | NALP1 yeast inh | MEKK3 PB1 HTS | M18AAP inhibitor | MEKK2wt PB1 HTS | GPR7 antag | PHOSPHO1 block | MEKK2 mut-MEK5 |
| --- | --- | --- | --- | --- | --- | --- | --- |
| CCc1ccc(-n2c(SCC(=O)c3ccc4c(c3)NC(=O)CO4)nc3ccccc3c2=O)cc1 | -18 | 94 | -9 | 93 | -9 | 60* | 0 |

(more compounds)
SMILES	NALP1 yeast inh	FID counter	MEKK3 PB1 HTS	M18AAP inhibitor	MEKK2wt PB1 HTS	GPR7 antag	OXTR ag	PHOSPHO1 block	MEKK2 mut-MEK5
CCn1c(C)[n+](CCCS(=O)(=O)[O-])c2cc(Cl)c(Cl)cc21	10	-1	106	-3	108	-4	0.9	-67	5
COc1cccc(/C=N/N2C(=O)NC3(CCCCC3)C2=O)c1O	-6	-5	104	1	105	-8	3.9	7	5
O=C(O)CCC(=O)Nc1cccc(-c2nc3ccccc3o2)c1	0	-20	105	-2	110	9	/	24	0
CCOc1cc(CN2CCN(c3ccc(C(C)=O)cc3)CC2)ccc1OC	5	1	104	3	108	2	3.8	11	8
Cc1nonc1CN(C)C(=O)c1ccc(OC2CCN(Cc3ccccn3)CC2)cc1	-8	4	92	2	102	-19	0.8	24	1
O=C(Cn1c2ccc(F)cc2c2nc3n(c(=O)c21)CCS3)N1CCCC1	15	-13	104	1	104	-10	-0.9	4	8
COc1cc(OC)c(S(=O)(=O)Nc2ccccc2NC(=O)CN2CCOCC2)cc1NC(C)=O	3	9	97	-1	94	-6	-0.3	18	-7
Cc1cc(C)n(CC(=O)N2CCCC(N3CCN(c4ccccc4C)CC3)C2)n1 (stereo unspecified)	5	-6	103	-11	103	21	-0.1	23	-4
CC1=C(C(=O)Nc2cc(C(=O)N(C)Cc3ccccc3)ccc2C)SCCO1	-9	-50	101	-1	103	15	0.2	15	1
COc1cccc(NC(=O)C2CC(=O)N/C(=N/NC(=O)c3ccc(C)cc3)S2)c1 (stereo unspecified)	3	-18	108	0	106	1	-0.5	29	4
O=C(CSc1nnc(-c2cccs2)n1-c1ccccc1)c1ccc2c(c1)OCCO2	30	/	93	/	90	/	0.5	53	-7
Brc1ccc(OCCCCN2CCCCC2)cc1	14	16	102	1	110	-3	0.8	9	1
Cc1c(-n2c(=S)[nH]c3ccccc3c2=O)c(=O)n(-c2ccccc2)n1C	4	-19	104	19	100	-1	0.1	-9	-2
COc1ccc(C(=O)CN2C(=O)c3ccccc3C2=O)c(OC)c1	13	-25	98	4	105	-5	-1.2	-10	3
O=C(NC1=NCCS1)c1ccncc1	0	-1	101	13	104	-7	1.8	14	5
